# XiGFP reactiv = activators of inactive X chromosome reactivation, primary screen, imaging, XiGFP fibroblasts, GFP high-content imaging, set 2; AID 743238, 2013; activation, % at 7.58 µM; XiGFP mouse fibroblasts, % GFP-positive cells imaging, 3 d; cells co-treated with 5-aza-dC sensitizer; scaled so ellipticine positive control = 100%; 0.055% of 360,000 active;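 active means mean normalized replicate activation at least 10% and every replicate at or above 10%; inconclusive means only one of the two criteria met; inactive means mean below 10% and not all replicates reach 10%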;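 further: 0% = median of on-plate neutral control wells and 100% = ellipticine 6 µM median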
#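 System: 68-5-11 XiGFP fibroblast line | Buffer or medium: DMEM containing 5-aza-dC | Compound: Single point | Times: Compounds 3 days, fix/stain 15 min at room temperature | Benchmarks: Positive control ellipticine, 6 µM final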
# EWS-Fli block = EWS/Fli-driven NR0B1 reporter inhibitors, primary screen, A673 cells, NR0B1 luciferase, luminescence, MLPCN library. 0.67% of 350,000 active. inhibition, % at 12.6 µM. viability-normalised;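 active means mean inhibition of at least 50% after viability correction, with every replicate also passing that limit; inconclusive means mean reaches 50% but only one of two replicates passes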;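 further: firefly luciferase signal divided by Alamar Blue viability fluorescence both relative to DMSO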
# ARNT TACC3 PPI = disruptors of ARNT/TACC3 protein interaction, primary screen, biochemical, AlphaScreen, single concentration; 0.66% of 390,000 active; Transforming acidic coiled-coil-containing protein 3 (Homo sapiens), Q9Y6A5; inhibition, % at 9.99 µM; AlphaScreen His-ARNT PAS-B/GST-TACC3 binding, luminescence; TACC3 fragment carries E629A point mutation; AID 623870, 2012;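 active means mean inhibition of replicates at least 50% and at least half of replicates each reaching 50%; inconclusive means half or more replicates reach 50% but mean below 50%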;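 further: 0% = complete ARNT plus TACC3 wells and 100% = ARNT alone without TACC3; many hits fall short of the cut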
# DENV2 CPE = inhibitors of DENV2 cytopathic effect, primary screen, cell-based, plate reader, single concentration. 1.7% of 350,000 active. DENV2-infected cells, cytopathic effect rescue. CPE inhibition, % at 9.99 µM. AID 651640, 2012; in the data active means CPE inhibition above about 20%, passing the limit was not always enough; inconclusive means no clear call, values can overlap the other calls; tested in BHK-21 cells;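 further: 0% = median of neutral control wells and 100% = median of positive control wells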
# CFTR F508del cor = F508del CFTR correction, initial screen, CFBE line, single point | CFBE cells, YFP halide quenching; stimulated with forskolin plus potentiator P3; % fluorescence drop versus neutral controls | activity (quench increase), % at 7.58 µM | 0.36% of 350,000 active | AID 720511, 2013;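 active means mean added fluorescence quench of at least 8% versus neutral control, with both replicates also reaching 8%; inconclusive means only one of the mean or replicate conditions met; inactive means mean below 8% and not both replicates reaching 8%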;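 further: cells transiently co-express mutant CFTR-F508del with the halide-sensitive YFP; corrector assay measuring rescue of mutant channel to the surface after 24 h compound exposure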
# PAX8 reporter = inhibitors of PAX8-driven TPO luciferase reporter, primary screen, RMG-I cells, single concentration; SteadyGlo, 24 h; inhibition, % at 12.6 µM; 1.2% of 360,000 active;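 active means mean replicate inhibition at least 60% with every replicate also reaching 60%; inconclusive means only one of the two criteria is met; inactive means mean below 60% and not all replicates reaching 60%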;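 further: luciferase light reporting Pax8 driven TPO promoter activity; plate controls were median of neutral control wells for no effect and mitoxantrone controls for full effect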
# GSIS activator = GLuc luminescence reporter in INS-1E cells, primary screen for activators of glucose-dependent secretion of insulin; INS-1E GLuc reporter insulin secretion, 2-3 h; activation, % at 16.6 µM; 0.61% of 370,000 active;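 active means lowest replicate activation of at least 40%, so every replicate reaches that level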;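 further: 0% = median of neutral control wells and 100% = median of IBMX positive control wells; some compounds called inactive have numbers as strong as hits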
# ERp5 block = inhibitors of ERp5-driven insulin aggregation, primary screen, biochemical, turbidity, absorbance 650 nm, single point | 90 min | AID 651711, 2012 | inhibition, % at 9.99 µM | 0.05% of 350,000 active;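 active means mean replicate inhibition above about 25%, with every replicate also reaching it, limit read from the data, passing the limit was not always enough; inconclusive means only one of those two criteria met; inactive means neither criterion met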
# Target sequence (Q15084 whole entry, looked up): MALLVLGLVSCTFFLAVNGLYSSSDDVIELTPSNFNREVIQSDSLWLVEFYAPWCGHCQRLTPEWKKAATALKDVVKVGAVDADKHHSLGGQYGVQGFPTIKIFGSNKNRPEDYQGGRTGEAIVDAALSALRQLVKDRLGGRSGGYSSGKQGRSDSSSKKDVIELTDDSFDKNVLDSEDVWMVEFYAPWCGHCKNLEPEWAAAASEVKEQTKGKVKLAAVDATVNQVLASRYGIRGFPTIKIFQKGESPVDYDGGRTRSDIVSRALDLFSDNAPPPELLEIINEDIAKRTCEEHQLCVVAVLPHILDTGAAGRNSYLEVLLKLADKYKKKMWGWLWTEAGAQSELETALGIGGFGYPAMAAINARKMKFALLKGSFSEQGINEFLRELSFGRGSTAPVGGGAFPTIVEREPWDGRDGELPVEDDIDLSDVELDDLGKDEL
# * marks the source's active call; other numbers are inactive results; ? = inconclusive; . = not tested or not shown; & = joins results of further samples. Hits appear at their usual frequency; overall some 4.2% were active at least once.
SMILES,XiGFP reactiv,EWS-Fli block,ARNT TACC3 PPI,DENV2 CPE,CFTR F508del cor,PAX8 reporter,GSIS activator,ERp5 block
Cn1c(N)c(C(=O)N/N=C/c2ccccc2)sc1=S,1.1,-2,2,-6,-1.4,6,-8,3
C[C@H](O)C#Cc1ccc([C@@H]2[C@H]3CN(C(=O)c4cccc(F)c4)CCCCN3[C@H]2CO)cc1,0.3,0,-1,-1,-3.4,41,10,-2
CCC(C)(C)n1nnnc1C(c1ccc(C)cc1)N1CCCC1 (configuration not stated),.,1,6,13,-6.7,.,2,-1
C[C@@H]1CN([C@H](C)CO)C(=O)c2cc(NC(=O)C3CCCCC3)ccc2O[C@@H]1CN(C)Cc1ccc(-c2ccccc2)cc1,-0.4,6,-6,13,-0.8,.,-14,2
COc1cccc(CN2CC3(CN(C)C3)c3c([nH]c4cc(OC)ccc34)[C@@H]2CO)c1,-0.1,20,.,15,-1.0,-2,22,2
C[C@H](CO)N1C[C@H](C)[C@H](CN(C)C(=O)C2CC2)Oc2ncc(/C=C/c3ccccc3)cc2C1=O,-0.4,-3,.,.,0.8,.,-12,.
O=C(Cc1ccccc1)c1c[nH]c(C(=O)O)c1,0.0,-6,-18,?,-4.5,-10,7,-6
O=C(O)CCc1nn2c3ccccc3n(Cc3ccccc3F)c2nc1=O,0.1,-5,-7,0,-0.6,10,17,-9
COc1ccc(S(=O)(=O)N(C)C[C@@H]2Oc3c(NC(=O)NC4CCCCC4)cccc3C(=O)N([C@@H](C)CO)C[C@@H]2C)cc1,-0.1,9,-2,-10,-2.0,.,-7,2
Cc1ccccc1S(=O)(=O)N(C)C[C@H]1OCc2ccccc2-c2ccccc2C(=O)N([C@H](C)CO)C[C@H]1C,0.3,13,3,-2,1.5,-1,-17,12
COc1cc(C(=O)OCCCN2CCCN(CCCOC(=O)c3cc(OC)c(OC)c(OC)c3)CC2)cc(OC)c1OC,0.9,1,4,-2,-1.8,-1,.,-1
COc1cc(OC)c(C(=O)OCC(=O)Nc2c(C)n(C)n(-c3ccccc3)c2=O)cc1OC,-0.1,-1,.,-4,-2.1,19,6,-1
Cc1ccccc1NC(=S)NCC(c1cccnc1)N(C)C (configuration not stated),0.0,4,-8,2,.,3,18,-11
Cn1ccnc1C1CCCCN1C(=O)c1cc(COc2ccc(F)cc2Cl)on1 (configuration not stated),0.0,-8,3,-4,-4.2,23,-31,1
COCCCN1C(=O)c2ccc(C(=O)OCC(=O)NCc3ccccc3OC)cc2C1=O,0.0,0,-18,3,0.2,-12,7,1
CC1CN(CCCSc2ccc(Cl)cc2)CC(C)O1 (configuration not stated),0.2,-7,-3,9,3.9,-5,-5,-7
CCOc1ccc(NC(=O)c2cc3c(C)nc4ccccc4c3o2)cc1,0.0,-11,-2,1,5.2,8,3,0
CCS(=O)(=O)Nc1ccc2c(c1)C(=O)N(C)[C@@H]1CC[C@@H](CC(=O)NCCOC)O[C@@H]1CO2,0.0,2,-3,-1,.,-20,6,-2
CCOC(=O)Nc1ccc(Cc2ccncc2)cc1,0.0,-35,3,.,-2.0,-20,-2,8
NC(=O)c1cnn(C2CCS(=O)(=O)C2)c1 (configuration not stated),0.0,9,.,-5,0.2,-13,-1,0
CO[C@@H]1CN(C)C(=O)c2ccc(NS(=O)(=O)c3cccc(F)c3)cc2OC[C@H](C)N(C(=O)Cc2cccnc2)C[C@H]1C,-0.4,-5,.,-1,0.0,.,20,3
CNc1cncc(-c2ccc(F)c(F)c2)n1,-0.1,-15,.,-1,3.3,-16,20,-1
CC(=O)N1CC(=O)N2[C@@H](CO)[C@H](c3ccc(-c4ccc(C(=O)N(C)C)cc4)cc3)[C@@H]2C1,0.4,-9,.,5,-4.3,-11,5,-6
CO[C@H]1CN(C)C(=O)c2cc(NS(C)(=O)=O)ccc2OC[C@H](C)N(C(=O)C2CCOCC2)C[C@H]1C,0.3,5,1,2,0.8,.,10,4
O=C1CCC(C(=O)NCc2ccc3c(c2)OCO3)N1 (configuration not stated),0.0,3,-6,7,-1.1,-43,8,-1
CN(CC(=O)Nc1ccc(OC(F)(F)F)cc1)S(=O)(=O)c1cnc[nH]1,0.7,-17,0,?,-0.6,3,10,2
CCN(c1ccccc1)S(=O)(=O)c1ccc(OCC(F)(F)F)c(NC(=O)c2ccc(=O)[nH]c2)c1,0.0,9,6,7,5.4,0,-19,0
COCc1cccc(C2=CC(=O)C[C@H](c3ccc(OC)cc3)C2)c1,0.1,-32,5,?,-0.5,-44,0,2
CC(=O)N(C)c1ccc(NC(=O)C(Sc2ccccc2)c2ccccc2)cc1 (configuration not stated),0.0,-3,.,4,0.1,3,-30,5
COc1ccc2c3c(n(C)c2c1)[C@H](CO)N(C(=O)CN(C)C)CC31CCN(Cc2nccs2)CC1,0.1,0,.,9,-1.1,.,9,-6
COC(=O)/C=C1\SC(=NC(=O)c2cccc(Cl)c2)NC1=O,-0.1,6,11,-6,-1.3,8,-24,-6
Cc1ccc(C(=O)OCC(=O)NNC(=O)COc2ccc(Cl)cc2)c(O)c1,-0.1,-1,-5,-13,-2.6,0,-8,13
Cc1nc(-c2ccccn2)nc(SCC(=O)c2ccc(F)cc2)c1Cl,0.4,8,3,-2,-0.8,14,-1,3
CN(Cc1ccccc1)C(=O)COC(=O)Cn1cnc2ccccc21,-0.1,18,-1,-4,-1.4,13,0,3
CN(C)C(=O)c1cccc(-c2ccc3c(c2)[C@H]2[C@H](CCN2C(=O)C2CCOCC2)[C@@H](CO)N3)c1,0.0,3,-2,-3,-1.5,7,15,-1
CCC(=O)N1CC2(C1)[C@@H](c1ccccc1)[C@@H](CO)N2C(=O)c1ccccc1,0.0,6,.,-6,1.0,4,5,8
CCCCCCCCCC(=O)N[C@@H]1c2cc(OC)c(OC)cc2C[C@H]1O,0.0,9,4,2,-1.0,-1,-19,-5
CC[C@@](C)(NS(=O)(=O)OCC(Cl)(Cl)Cl)c1ccccc1,0.0,-7,-17,-3,1.9,0,4,-1
O=C(Nc1ccc2c(c1)OCCO2)C1CCCC1,-0.1,42,0,14,0.9,-88,.,-1
COc1ccc(NC(=O)Nc2ccc3c(c2)C(=O)N([C@H](C)CO)C[C@H](C)[C@H](CN(C)S(=O)(=O)c2ccc(OC)cc2)OCCCC[C@H](C)O3)cc1,0.1,-11,-19,15,-1.2,23,-9,.
CC12CCC(=O)N1C(C(=O)NNC(=O)c1ccc(Cl)cc1)CS2 (configuration not stated),-0.6,-1,5,-1,-7.2,3,31,11
Cc1ccc(NC(=S)N(CCN(C)C)C(C)c2cccnc2)cc1 (configuration not stated),0.7,1,-4,-9,2.5,-13,3,-1
C[C@@H](NC(=O)C[C@H]1CC[C@H](NC(=O)c2cccnc2)[C@H](CO)O1)c1ccccc1,0.3,2,-8,-3,-1.8,11,6,-2
COc1ccc2c3c(n(C)c2c1)[C@@H](CO)N(C(=O)CN1CCOCC1)CC31CN(C)C1,0.4,-2,.,-3,-0.5,.,8,.
Nc1nc(-c2cccnc2)nn1C(=O)c1ccc(Cl)cc1,0.0,-13,-2,0,-1.7,5,10,-2

# Three compounds out of the list above, arranged by the number in GSIS activator, descending:
smiles,GSIS activator
CC12CCC(=O)N1C(C(=O)NNC(=O)c1ccc(Cl)cc1)CS2 (configuration not stated),31
COc1ccc2c3c(n(C)c2c1)[C@@H](CO)N(C(=O)CN1CCOCC1)CC31CN(C)C1,8
CN(Cc1ccccc1)C(=O)COC(=O)Cn1cnc2ccccc21,0

# More entries:
SMILES,XiGFP reactiv,EWS-Fli block,ARNT TACC3 PPI,DENV2 CPE,CFTR F508del cor,PAX8 reporter,GSIS activator,ERp5 block
O=C(c1c(Cl)cccc1Cl)N1CCN(c2cccc3[nH]ccc23)CC1,-0.2,2,-18,-6,-5.0,24,-4,2
CC(=O)c1cccc(NC(=O)C2CCN(S(C)(=O)=O)CC2)c1,.,1,0,3,-0.7,.,28,1
CO[C@H]1CN(C)C(=O)c2ccc(NS(=O)(=O)c3ccc(Oc4ccccc4)cc3)cc2OC[C@@H](C)NC[C@H]1C,0.0,4,-4,-5,0.1,.,7,-5
C[C@H](CO)N1C[C@H](C)[C@@H](CN(C)Cc2ccc(C(=O)Nc3ccccc3N)cc2)Oc2ccc(NC(=O)Cn3cnnn3)cc2C1=O,0.3,9&-1,-1&2,-8&1,-3.4&2.2,.,3,-2&-3
CCc1nc(NCC2CC2)c2nnn(Cc3ccccc3)c2n1,-0.1,6,.,-5,-1.9,-4,-2,-2
C[C@H]1CN([C@@H](C)CO)C(=O)Cc2cc(NC(=O)Nc3ccccc3)ccc2O[C@@H]1CN(C)C(=O)NC1CCCCC1,-1.2,-9,-8,?,-0.1,-3,-1,1
O=C(Cc1cccs1)N/N=C/c1ccccc1,0.0,-13,-4,9,-0.9,-3,.,0
O=C(NC1CCCCC1)N1CCN(c2ccc(Cl)cc2)CC1,0.1,.,0,-4,4.8,-12,-32,1
CCCn1nc(C(=O)N2CCN(c3ccccn3)CC2)c2ccccc2c1=O,0.2,-8,.,-1,0.3,-5,.,-11
COc1ccc(NC(=O)COc2cccc3c2CCN(Cc2cccnc2)C3=O)c(OC)c1,0.1,3,18,-2,0.3,25,17,9

# Filtered by structure, the entries above with a Cl atom (ten)
SMILES,XiGFP reactiv,EWS-Fli block,ARNT TACC3 PPI,DENV2 CPE,CFTR F508del cor,PAX8 reporter,GSIS activator,ERp5 block
Cn1ccnc1C1CCCCN1C(=O)c1cc(COc2ccc(F)cc2Cl)on1 (configuration not stated),0.0,-8,3,-4,-4.2,23,-31,1
CC1CN(CCCSc2ccc(Cl)cc2)CC(C)O1 (configuration not stated),0.2,-7,-3,9,3.9,-5,-5,-7
COC(=O)/C=C1\SC(=NC(=O)c2cccc(Cl)c2)NC1=O,-0.1,6,11,-6,-1.3,8,-24,-6
Cc1ccc(C(=O)OCC(=O)NNC(=O)COc2ccc(Cl)cc2)c(O)c1,-0.1,-1,-5,-13,-2.6,0,-8,13
Cc1nc(-c2ccccn2)nc(SCC(=O)c2ccc(F)cc2)c1Cl,0.4,8,3,-2,-0.8,14,-1,3
CC[C@@](C)(NS(=O)(=O)OCC(Cl)(Cl)Cl)c1ccccc1,0.0,-7,-17,-3,1.9,0,4,-1
CC12CCC(=O)N1C(C(=O)NNC(=O)c1ccc(Cl)cc1)CS2 (configuration not stated),-0.6,-1,5,-1,-7.2,3,31,11
Nc1nc(-c2cccnc2)nn1C(=O)c1ccc(Cl)cc1,0.0,-13,-2,0,-1.7,5,10,-2
O=C(c1c(Cl)cccc1Cl)N1CCN(c2cccc3[nH]ccc23)CC1,-0.2,2,-18,-6,-5.0,24,-4,2
O=C(NC1CCCCC1)N1CCN(c2ccc(Cl)cc2)CC1,0.1,.,0,-4,4.8,-12,-32,1

# Bioassay records from PubChem BioAssay.
